Compound activity: PubChem, Sanford-Burnham Center for Chemical Genomics
CHOP UPR activ – apoptotic UPR (CHOP) activation; CHO-CHOP luciferase reporter, luminescence; percent of tunicamycin response over DMSO baseline; activation, % at 10 µM; 330,000 compounds, 0.34% hits;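 active means at 10 µM dose, activation of 40% or more, normalized to positive control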;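 further: 100% = tunicamycin at 10 µg/mL and 0% = DMSO alone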
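Material: CHO-CHOP cells, stable luciferase reporter of PERK-eIF2a-CHOP signalling; quantity: 500 reporter cells seeded per well; buffer or medium: F12 medium containing 10% fetal bovine serum; compound: one dose, 10 µM in 0.5% DMSO; incubation: 6 h compound treatment, 37 °C; measured by: Steady-Glo luciferase luminescence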
Mdm2 MdmX PPI – human Mdm2/MdmX binding inhibition; inhibition, % at 8 µM; SaOS-2 split-luciferase Mdm2/MdmX complementation, luminescence; O15151+Q00987; AID 485346; 330,000 compounds, 3% hits;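 active means inhibition of at least 50% at 8 µM in the primary screen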
APJ ag – agonists of human APJ apelin receptor; activation, % at 20 µM; AID 2520; 330,000 compounds, 0.11% hits; CHO-K1 APJ PathHunter beta-arrestin, luminescence; 0% DMSO wells, 100% apelin; P35414;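 active means activation more than six SD over the plate average, tested at 20 µM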;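 further: 0% = DMSO alone and 100% = apelin-13 at 10 nM; some results filed as inactive read as strong as hits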
Target sequence (P35414 whole entry, looked up): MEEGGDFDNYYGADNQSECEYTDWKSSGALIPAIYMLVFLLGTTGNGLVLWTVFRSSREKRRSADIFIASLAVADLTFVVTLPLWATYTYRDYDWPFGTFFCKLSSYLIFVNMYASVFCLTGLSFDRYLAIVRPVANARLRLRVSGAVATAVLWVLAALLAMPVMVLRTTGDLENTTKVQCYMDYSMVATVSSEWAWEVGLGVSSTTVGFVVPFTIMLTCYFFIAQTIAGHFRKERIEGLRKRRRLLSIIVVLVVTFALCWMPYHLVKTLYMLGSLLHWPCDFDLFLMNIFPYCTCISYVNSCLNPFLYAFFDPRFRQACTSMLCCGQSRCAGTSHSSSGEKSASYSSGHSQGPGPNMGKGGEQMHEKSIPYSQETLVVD
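Assay system: engineered CHO-K1 APJ arrestin reporter cells; Amount: 1000 CHO-K1 reporter cells seeded per well; Dosing: one dose, 20 µM compound, 1% DMSO; Times: compound stimulation 90 min at 25 °C, detection 60 min; Measured by: luminescent beta-gal fragment complementation, chemiluminescent substrate; Read-out: APJ–arrestin association signal; Controls: DMSO vs Apelin-13 10 nM.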
APJ antag – blocks the human apelin receptor APJ; AID 2521; P35414; inhibition, % at 20 µM; 330,000 compounds, 0.32% hits; CHO-K1 APJ beta-arrestin complementation, luminescence;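 active means inhibition above about 40% at 20 µM, limit read from the data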;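 further: cells challenged with 10 nM apelin-13 agonist together with compound; plate controls were apelin-13 plus DMSO wells for no effect and DMSO wells lacking apelin-13 for full effect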
UPR XBP1 act – activators of adaptive arm of unfolded protein response (XBP1). CHO-XBP1 luciferase reporter, IRE1-XBP1 UPR activation, luminescence; percent of tunicamycin response, DMSO as zero. activation, % at 20 µM. 330,000 compounds, 0.33% hits;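 active means versus positive control, 20 µM dose yields 30% or more activation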;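 further: 100% = tunicamycin at 10 µg/mL and 0% = DMSO only wells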
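Material: CHO cell line with stable XBP1 luciferase reporter; buffer or medium: F12 medium containing 10% fetal bovine serum; compound: single point, 20 µM final compound, 1% DMSO; incubation: 6 h treatment, 37 °C; measured by: glow luminescence from Steady-Glo reagent; evaluation: activation, % of tunicamycin; control set: tunicamycin high, DMSO low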
CXCR6 inh – CXCR6 (human) receptor inhibition; O00574; inhibition, % at 20 µM; CHO-K1 PathHunter CXCR6 beta-arrestin, luminescence; 360,000 compounds, 0.36% hits; in the data active means inhibition above about 34%, passing the limit was not always enough;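 further: antagonist mode with CXCL16 agonist at 10 nM final; 0% = 10 nM CXCL16 with DMSO and 100% = unstimulated wells without agonist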
Target sequence (O00574 whole entry, looked up): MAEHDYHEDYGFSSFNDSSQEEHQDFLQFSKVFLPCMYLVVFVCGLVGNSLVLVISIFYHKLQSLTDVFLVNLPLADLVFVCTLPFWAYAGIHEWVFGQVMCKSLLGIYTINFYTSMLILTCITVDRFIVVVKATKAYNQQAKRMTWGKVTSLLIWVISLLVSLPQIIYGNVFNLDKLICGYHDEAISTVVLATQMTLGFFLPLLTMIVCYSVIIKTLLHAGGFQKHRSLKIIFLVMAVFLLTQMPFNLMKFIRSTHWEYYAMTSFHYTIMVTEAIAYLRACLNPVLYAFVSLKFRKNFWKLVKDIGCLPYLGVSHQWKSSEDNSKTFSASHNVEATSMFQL
EBI2 block – blocks human EBI2 receptor beta-arrestin signaling; EBI2 beta-arrestin recruitment, luminescence, 7a,25-OHC stimulated; 360,000 compounds, 0.81% hits; inhibition, % at 5 µM; AID 651636; P32249; in the data active means inhibition above about 38%;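 further: enzyme fragment complementation signal reports receptor beta-arrestin coupling in cells; 0% = agonist plus DMSO wells and 100% = wells without agonist; some results beyond the cut were filed as inactive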
tim23-1 inh – inhibits growth of tim23-1 mutant yeast | 330,000 compounds, 1.3% hits | S. cerevisiae tim23-1 growth, BacTiter-Glo luminescence, 24 h | inhibition, % at 20 µM;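 active means growth inhibition of the mutant yeast at or above 50%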;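 further: temperature-sensitive mutant grown at 25 °C; plate controls were DMSO-treated mutant yeast for no effect and medium wells lacking yeast for full effect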
CCR6 antag – blocks CCL20-driven beta-arrestin recruitment at human CCR6 | AID 493098 | CHO-K1 CCR6 PathHunter beta-arrestin, luminescence, CCL20-stimulated | P51684 | 340,000 compounds, 0.49% hits | inhibition, % at 20 µM;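 active means compounds whose inhibition of the agonist-driven luminescence signal at 20 µM reaches about 50%, limit read from the data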;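 further: cells stimulated with CCL20 at 14 nM final; plate controls were DMSO with CCL20 for no effect and DMSO without agonist for full effect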
An asterisk follows results filed as active. The list is partial; count on the stated rates, not on these rows.

| # | Compound | Mdm2 MdmX PPI | CCR6 antag | APJ antag | tim23-1 inh | CXCR6 inh |
| --- | --- | --- | --- | --- | --- | --- |
| 1 | CN1CCN(S(=O)(=O)c2ccc(NCc3ccc4c(c3)OCO4)nc2)CC1 | -7 | 6 | -3 | 3 | -5 |
| 2 | Cc1ccc(OCC(O)CN2CCN(CC(O)COc3ccc(C)cc3Cl)CC2)c(Cl)c1 (configuration not stated) | 74* | 9 | 8 | -29 | -13 |
| 3 | NC(=O)CC(c1ccccc1)c1ccco1 (configuration not stated) | -30 | 0 | 7 | -31 | -2 |
| 4 | COc1cccc2c1O/C(=N\O)C(C(=O)Nc1ccc(C)cc1)C2 (configuration not stated) | 47 | -1 | -6 | 17 | -2 |
| 5 | O=C1CCN(CCc2ccccc2)CCN1[C@H](CSc1ccccc1)Cc1ccccc1 | 3 | 29 | 8 | 5 | 21 |
| 6 | O=Cc1ccc(OCc2ccccn2)cc1 | -20 | -2 | 2 | 14 | 0 |
| 7 | Cc1ccc(C)c(Nc2nc(-c3ccncc3)nc3ccccc23)c1 | 0 | -2 | -30 | 14 | -3 |
| 8 | O=C1c2cccnc2C(=O)N1CO | 24 | 11 | 9 | 19 | -23 |
| 9 | FC(F)(F)c1cccc(NC(=S)NCCc2ccccn2)c1 | 7 | -4 | 5 | -8 | -1 |
| 10 | CCOC(=O)N1CCN(C(=O)CS(=O)(=O)Cc2nc(-c3cccc(OC)c3)oc2C)CC1 | 19 | 3 | 2 | 13 | 4 |
| 11 | CCOC(=O)Nc1cccnc1Sc1ccc(Cl)cc1 | -2 | -3 | 5 | 14 | 8 |
| 12 | O=C(Nc1ccc(Cl)cc1)c1ccc(-n2cccn2)c([N+](=O)[O-])c1 | -14 | 4 | 5 | 20 | -11 |
| 13 | CCC(c1nnnn1C(C)(C)CC)N(CCN1CCOCC1)Cc1cc2cc(C)ccc2[nH]c1=O (configuration not stated) | -16 | 10 | 1 | 0 | 8 |
| 14 | CC(C)(C)NC(=O)CSc1nc2ccccc2n1-c1ccccc1 | 30 | 11 | 2 | 36 | 7 |
| 15 | CC(C)c1ccc(-c2noc(C3CCCN(S(C)(=O)=O)C3)n2)cc1 (configuration not stated) | 2 | 9 | 5 | 34 | -1 |

| # | EBI2 block | CHOP UPR activ | APJ ag | UPR XBP1 act |
| --- | --- | --- | --- | --- |
| 1 | -9 | 4.9 | -4 | -2 |
| 2 | 5 | 0.3 | -3 | 2 |
| 3 | -11 | -3.2 | -3 | 1 |
| 4 | -4 | 1.4 | -2 | 1 |
| 5 | 20 | -0.8 | -3 | -1 |
| 6 | -3 | 5.1 | 5 | 0 |
| 7 | 18 | 3.2 | 3 | 0 |
| 8 | -8 | -1.9 | -2 | -2 |
| 9 | -17 | 0.1 | 2 | 2 |
| 10 | -3 | 1.4 | -2 | 2 |
| 11 | 0 | -0.1 | 2 | 1 |
| 12 | 13 | 4.8 | -2 | 2 |
| 13 | 10 | 2.3 | -4 | -1 |
| 14 | 6 | -0.7 | -1 | -1 |
| 15 | -5 | 3.3 | 1 | 5 |

The listing continues:
| # | Compound | Mdm2 MdmX PPI | CCR6 antag | APJ antag | tim23-1 inh | CXCR6 inh |
| --- | --- | --- | --- | --- | --- | --- |
| 16 | CC(=O)NC(Cc1cccc(C)c1)C(=O)NC1CCN(C(=O)c2ccc([N+](=O)[O-])cc2)CC1 (configuration not stated) | -12 | -4 | 5 | 14 | -8 |
| 17 | O=C(NCc1ccncc1)/C(=C\c1ccc(F)cc1)NC(=O)c1ccccc1 | 10 | -11 | 19 | -3 | 9 |
| 18 | CC(O)CNC12CC3CC(CC(C3)C1)C2 (configuration not stated) | -11 | -2 | -10 | 1 | 4 |
| 19 | COc1ccc(NC(=O)CN(C)C(=O)CCNC(=O)Nc2ccccc2)cc1 | -10 | 6 | -5 | 3 | -10 |
| 20 | COc1ccc(CCNC(=O)CSc2ccc3nnc(CCNC(=O)c4ccccc4)n3n2)cc1OC | 14 | 8 | 8 | -10 | -4 |
| 21 | Cc1ccc(OCCC(=O)OCC(=O)N2c3ccccc3NC(=O)C2(C)C)cc1 | 12 | 14 | 15 | 7 | 2 |
| 22 | COc1ccc(Nc2cc(C)c3c(O)cccc3n2)cc1 | 19 | 6 | -21 | 3 | -1 |
| 23 | CC1CN(C(=O)c2cc(S(=O)(=O)N3CCCCC3)ccc2Cl)CC(C)O1 (configuration not stated) | 0 | 4 | 1 | 3 | 5 |
| 24 | CCOC(=O)c1ccc(N2C(=O)C(CC(N)=O)N(NC(=O)c3cccc(F)c3)C2=S)cc1 (configuration not stated) | 13 | 3 | 13 | -1 | 0 |
| 25 | CCOC(=O)NC(=S)Nc1c(C)n(C)n(-c2ccccc2)c1=O | 27 | -1 | -6 | -2 | -4 |
| 26 | CC(=O)Nc1ccc(NC(=O)C2CCCN(S(=O)(=O)c3ccc(Cl)cc3)C2)cc1 (configuration not stated) | 56* | -4 | -5 | -14 | -6 |
| 27 | CCCC(C)NC(=O)COC(=O)c1cc(Br)c(Br)s1 (configuration not stated) | 14 | 7 | 1 | 0 | -15 |
| 28 | O=C(/C=C/c1cccs1)NC(=S)Nc1ccccc1 | 10 | 3 | -2 | -11 | 5 |

| # | EBI2 block | CHOP UPR activ | APJ ag | UPR XBP1 act |
| --- | --- | --- | --- | --- |
| 16 | -1 | -1.3 | 1 | 1 |
| 17 | -7 | 1.4 | 0 | 0 |
| 18 | -8 | 0.1 | -2 | 1 |
| 19 | -4 | 0.2 | 12 | 1 |
| 20 | -5 | -1.7 | -2 | -2 |
| 21 | -3 | 1.6 | -3 | -4 |
| 22 | 6 | 2.3 | -6 | 2 |
| 23 | -2 | 0.7 | -3 | -2 |
| 24 | 3 | -0.1 | -2 | -2 |
| 25 | -1 | -0.3 | -3 | -1 |
| 26 | 4 | 1.3 | 1 | 0 |
| 27 | 4 | -1.1 | -3 | 4 |
| 28 | 1 | 1.4 | 0 | 2 |

In another format: results already given.
no.	Structure	Mdm2 MdmX PPI	CCR6 antag	APJ antag	tim23-1 inh	CXCR6 inh	EBI2 block	CHOP UPR activ	APJ ag	UPR XBP1 act
14	CC(C)(C)NC(=O)CSc1nc2ccccc2n1-c1ccccc1	30	11	2	36	7	6	-0.7	-1	-1
15	CC(C)c1ccc(-c2noc(C3CCCN(S(C)(=O)=O)C3)n2)cc1 (configuration not stated)	2	9	5	34	-1	-5	3.3	1	5
16	CC(=O)NC(Cc1cccc(C)c1)C(=O)NC1CCN(C(=O)c2ccc([N+](=O)[O-])cc2)CC1 (configuration not stated)	-12	-4	5	14	-8	-1	-1.3	1	1
17	O=C(NCc1ccncc1)/C(=C\c1ccc(F)cc1)NC(=O)c1ccccc1	10	-11	19	-3	9	-7	1.4	0	0
18	CC(O)CNC12CC3CC(CC(C3)C1)C2 (configuration not stated)	-11	-2	-10	1	4	-8	0.1	-2	1
19	COc1ccc(NC(=O)CN(C)C(=O)CCNC(=O)Nc2ccccc2)cc1	-10	6	-5	3	-10	-4	0.2	12	1
20	COc1ccc(CCNC(=O)CSc2ccc3nnc(CCNC(=O)c4ccccc4)n3n2)cc1OC	14	8	8	-10	-4	-5	-1.7	-2	-2
21	Cc1ccc(OCCC(=O)OCC(=O)N2c3ccccc3NC(=O)C2(C)C)cc1	12	14	15	7	2	-3	1.6	-3	-4
22	COc1ccc(Nc2cc(C)c3c(O)cccc3n2)cc1	19	6	-21	3	-1	6	2.3	-6	2
23	CC1CN(C(=O)c2cc(S(=O)(=O)N3CCCCC3)ccc2Cl)CC(C)O1 (configuration not stated)	0	4	1	3	5	-2	0.7	-3	-2
24	CCOC(=O)c1ccc(N2C(=O)C(CC(N)=O)N(NC(=O)c3cccc(F)c3)C2=S)cc1 (configuration not stated)	13	3	13	-1	0	3	-0.1	-2	-2
25	CCOC(=O)NC(=S)Nc1c(C)n(C)n(-c2ccccc2)c1=O	27	-1	-6	-2	-4	-1	-0.3	-3	-1
